EPAC2 antagonist = antagonists of human EPAC2 | Q8WZA2 | EPAC2 GEF exchange of Rap1B-BODIPY-GDP, fluorescence | Potency, µM (top dose mostly 114 µM), for the others: at the top dose activity, negative = inhibition, usual class: inhibitors | 0.18% of 360,000 active; further: potency means the concentration at half of the fitted maximal effect; on the % scale 0 is the no-effect control and ±100 the full control effect; nearly all actives have a fitted effect of over 45% in size; many of its hits are not listed in these tables
Target sequence (Q8WZA2 whole entry, looked up): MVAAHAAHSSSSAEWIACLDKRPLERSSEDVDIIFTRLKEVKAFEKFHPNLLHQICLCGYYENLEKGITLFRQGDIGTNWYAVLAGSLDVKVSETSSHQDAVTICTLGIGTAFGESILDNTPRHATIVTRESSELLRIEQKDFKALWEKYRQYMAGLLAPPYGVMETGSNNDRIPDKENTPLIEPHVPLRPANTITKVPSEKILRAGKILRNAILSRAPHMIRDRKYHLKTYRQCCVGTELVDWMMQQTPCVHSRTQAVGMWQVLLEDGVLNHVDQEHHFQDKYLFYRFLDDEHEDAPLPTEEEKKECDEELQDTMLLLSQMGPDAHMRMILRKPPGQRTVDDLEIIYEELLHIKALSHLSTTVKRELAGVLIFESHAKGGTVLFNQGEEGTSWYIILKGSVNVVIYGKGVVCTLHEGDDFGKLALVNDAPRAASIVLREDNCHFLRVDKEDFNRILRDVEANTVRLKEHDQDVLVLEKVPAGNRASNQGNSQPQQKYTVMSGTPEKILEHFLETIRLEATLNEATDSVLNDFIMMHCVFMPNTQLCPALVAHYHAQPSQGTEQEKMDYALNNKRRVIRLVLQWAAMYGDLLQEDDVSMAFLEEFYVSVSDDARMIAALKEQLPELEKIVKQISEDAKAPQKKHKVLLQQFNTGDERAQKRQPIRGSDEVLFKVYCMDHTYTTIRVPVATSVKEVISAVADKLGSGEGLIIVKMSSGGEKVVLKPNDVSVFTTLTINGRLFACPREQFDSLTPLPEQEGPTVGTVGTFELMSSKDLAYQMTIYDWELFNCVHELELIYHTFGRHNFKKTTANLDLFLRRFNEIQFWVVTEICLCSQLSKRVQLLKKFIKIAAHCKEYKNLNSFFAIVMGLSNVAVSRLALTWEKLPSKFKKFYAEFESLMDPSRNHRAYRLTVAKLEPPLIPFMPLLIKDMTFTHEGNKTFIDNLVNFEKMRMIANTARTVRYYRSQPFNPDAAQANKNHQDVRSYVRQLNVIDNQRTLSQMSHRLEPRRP
PTHR1 ag = activates the human parathyroid hormone receptor PTHR1; Potency, µM (top dose mostly 115 µM), for the others: top-dose activation, most hits filed as activators; AID 743266; Q03431; HEK293 GP2 PTHR1 cells, GloSensor cAMP luminescence, 1 h; 0.075% of 410,000 active; further: potency means the concentration at half of the fitted maximal effect; nearly all actives have a fitted effect of over 55% in size; some results filed as inactive show a strong effect at the top dose; inactives centre near -15; many of its hits are not listed in these tables
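HEK-293-derived GP2 cells expressing PTHR1 and a GloSensor cAMP reporter, 3,000/well, plated overnight, given luciferin plus IBMX (each 0.5 mM as added) for 1 h at 37 °C, then compound for 1 h at 37 °C. Luminescence was read after 15 min at room temperature.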
DRD3 antagonist = antagonists of human D3 dopamine receptor; P35462; D3R cells, DiscoveRx beta-arrestin luminescence, antagonist mode; stronger effect = lower value; max response, negative = inhibition, %; 2.5% of 360,000 active; in the data active means max response below about -50%; inconclusive means no clear call, values can overlap the other calls; further: on the % scale 0 is the no-effect control and ±100 the full control effect; mostly tested at two doses, the higher about 12 µM
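Cells expressing the human receptor were seeded at 1500 cells/well, incubated overnight at 37 degrees C in 5% CO2, then exposed to library compounds with dopamine controls for 90 minutes at 37 degrees C before luminescent detection.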
MmCpn inh = inhibitors of Methanococcus maripaludis chaperonin (MmCpn); purified Mm-Cpn ATPase, ADP Transcreener TR-FRET; Potency, µM (doses to about 76.9 µM), without a hit: at the top dose activity, negative = inhibition, most hits filed as inhibitors; AID 504842; 0.031% of 330,000 active; further: potency means the concentration at half of the fitted maximal effect; on the % scale 0 is the no-effect control and ±100 the full control effect; nearly all actives have a fitted effect of over 80% in size
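ATPase read-out: TR-FRET ADP immunoassay (anti-ADP Eu cryptate vs ADP-d2), ex 320 nm, em 590/665 nm; signal drops as ADP forms. Enzyme 25 nM, ATP 10 uM, 30 min at 37°C after 10 min compound preincubation.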
DRD3 agonist = D3 dopamine receptor (human) agonism. D3R DiscoveRx beta-arrestin cells, luminescence, 90 min. max activation, %. 0.58% of 410,000 active. AID 652048; in the data active means max activation above about 30%; further: 0% is about no effect; mostly tested at two doses, the higher about 12 µM
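Agonist-mode cell screen: cells plated at 1500/well and incubated overnight at 37 °C, then exposed to library compounds for 90 min at 37 °C. Detection reagent was added for 30–60 min at room temperature, and luminescence was read.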
CCT modulator = changes cytosolic chaperonin activity; purified chaperonin ATPase assay, HTRF ADP detection, 30 min; activity change, % (concentration not given with the values), hits read low; 0.3% of 360,000 active; AID 651819; in the data active means activity change below about -30%; further: on the % scale 0 is the no-effect control and ±100 the full control effect
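TRiC (40 or 20 nM final, by batch activity) in 30 mM Tris pH 7.4, 100 mM KCl, 5 mM MgCl2, 1 mM DTT was treated with compound at 76 uM single dose, then 10 uM ATP, 30 min at 37 °C. ADP was read by HTRF Transcreener.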
EPAC2 agonist = activates human EPAC2 exchange factor; Q8WZA2; EPAC2 activation, biochemical qHTS; response scale: 100% = 6.5 mM cAMP response; Potency, µM (series often up to 154 µM), without a hit: top-dose activation, most hits filed as activators; 0.079% of 360,000 active; AID 720711; further: potency means the concentration at half of the fitted maximal effect; nearly all actives have a fitted effect of over 50% in size
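Compounds were titrated in qHTS against a Rap1B-BODIPY-GDP (250 nM) complex with EPAC2 (100 nM) and GDP (50 uM). BODIPY-GDP release tracked at 480/540 nm over 30 min at room temperature, normalized to 6.5 mM cAMP.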
pAkt inh = Akt phosphorylation inhibition. activity change, % for hits at 50 µM. 0.32% of 360,000 active. Neuro2A IGF-stimulated pAkt S473 HTRF, 20 min; stronger effect = lower value; in the data active means activity change below about -80%; inconclusive means mostly about -51% to -80%; further: on the % scale 0 is the no-effect control and ±100 the full control effect
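Single-point screen (50 µM final compound) in Neuro2A cells stimulated 20 min with 6 nM IGF at 37 deg C. After lysis, Ser473-phosphorylated Akt read by HTRF (ex 330 nm, em 615/665 nm) as the 665/615 ratio.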
* hit, by the source's call; i = inactive; u = inconclusive; x = no result given; [ ] = dose if it differs, or a comment. Unless noted, the call rests on the fitted dose curve; in most records, active means well fitted curve in the direction sought with a large enough effect; inconclusive means small, poorly fitted or top-dose-only effect, or another doubt; inactive means no such curve, though single readings can be large; an effect the other way counts as inactive or inconclusive. Some of the compounds tested. The share of hits here may be higher or lower than overall.

Molecule | EPAC2 antagonist | PTHR1 ag | DRD3 antagonist | MmCpn inh | DRD3 agonist | CCT modulator | EPAC2 agonist | pAkt inh
CCN(CC)CCNC(=O)C(=O)Nc1ccc2c(c1)N(S(=O)(=O)c1cccs1)CCC2 | 3.0% | i | -1.9 | -2.4% | -4.0 | -1.5 | -1.1% | i
CCN1C(=O)C(=O)N(CC(=O)N2CCC(C)Sc3ccccc32)C1=O (stereo not given) | 3.1% | -24.2% | 12.6 | -1.4% | -1.5 | -2.7 | 3.2% | i
Cc1noc(C)c1NC(=O)Nc1ccc2c(c1)C(=O)N([C@H](C)CO)C[C@H](C)[C@@H](CN(C)C(=O)NC(C)C)O2 | 5.4% | -0.1% | 24.3 | 0.9% | 1.7 | 0.8 | 6.8% | i
COC(=O)c1ccc(NC2(C#N)C(=O)Nc3ccccc32)cc1 (stereo not given) | 2.3% | -5.7%[57.5 µM] | u | 0.4% | -6.0 | -3.9 | -2.6% | i
CCOCCCNC(=O)CN1C(=O)CSc2cc(S(=O)(=O)N3CCCCCC3)ccc21 | -0.2% | i | -14.4 | -2.7% | -4.0 | -1.7 | 8.2% | i
CCOC(=O)c1nnc(-c2cccs2)nc1Oc1ccccc1C(=O)OC | -0.5% | i | -23.6 | 0.1% | 0.3 | -0.6 | -4.1% | i
O=C1NC[C@H](CCCCN2CCN(Cc3ccccc3)C(=O)C2=O)N(CCC2CCCCC2)C1=O | 2.9% | -16.2% | -26.8 | x | 32.7* | -0.7 | 5.0% | i
CC(C)C(=O)NCCc1nc(-c2ccccc2Cl)no1 | 0.6% | -13.2% | 10.7 | x | 18.1 | 1.1 | -9.8% | i
Cc1ccc(-c2nnnn2CS(=O)(=O)c2ccccc2)cc1 | -1.5% | -21.7%[57.5 µM] | 16.8 | 1.7% | 3.4 | -1.6 | 2.4% | i
COc1cc(CCC(=O)Nc2nnc(C)s2)cc(OC)c1OC | 11.1% | -14.3% | 2.6 | -0.8% | -14.2 | -1.2 | 8.1% | i
Cc1cc(NS(=O)(=O)c2ccc(NC(=O)c3ccoc3C)cc2)nc(C)n1 | 0.0% | i | 0.0 | 0.7% | 0.5 | -0.6 | -84.9%[inhibitor][15.6 µM] | x
O=C(NCCN1CCOCC1)c1ccc(CS(=O)(=O)c2c(Cl)cccc2Cl)o1 | 3.6% | -2.6% | -0.3 | 1.4% | -5.3 | -3.0 | 2.8% | i
O=C(CN1CCN(S(=O)(=O)c2ccc(F)cc2)CC1)NC1CC1 | -8.2% | -18.8% | -3.5 | -3.0% | 2.9 | -0.2 | 8.9% | i
COc1cc(C(=O)OCC(=O)Nc2nnc(-c3ccccc3)o2)cc(OC)c1OC | 1.6% | -11.7% | -6.4 | 1.9% | 0.2 | -1.5 | -0.4% | i
CC(=O)Nc1ccccc1C(=O)C(=O)O | 10.3% | i | u | 1.0% | -4.6 | -0.4 | 5.5% | i
O=C(O)C12CC3CC(C1)CC(n1ncc(NCc4ccco4)c(Cl)c1=O)(C3)C2 | 1.2% | i | 11.4 | 1.3% | 4.7 | 1.0 | -6.3% | i
O=S(=O)(Nc1ncccn1)c1ccc(NC(=S)Nc2ccccc2Cl)cc1 | 6.2% | i | 20.7 | -0.3% | 9.9 | -2.3 | 7.5% | i
CCOc1ccc(S(=O)(=O)N2CCCCC2)cc1NC(=O)CC1OC(=O)c2ccccc21 (stereo not given) | 4.8% | i | 5.5 | 0.6% | -5.1 | 1.3 | 0.5% | i
O=C(Nc1cnc2sccn2c1=O)c1ccccc1Cl | -15.4% | -54.9%[inhibitor][57.5 µM] | 16.2 | -0.9% | 4.4 | -0.2 | -6.8% | i
CCCCn1nnnc1C(c1ccccc1)N1CCN(c2ncccc2C(F)(F)F)CC1 (stereo not given) | -22.0% | i | 10.7 | x | 2.1 | 0.3 | 7.5% | i
CN1CCN(CC(=O)NC23CC4CC(CC(C4)C2)C3)CC1 | 1.1% | -10.5% | 0.8 | -0.3% | 1.2 | 0.8 | 11.6% | i
C[C@@H]1CCCCO[C@@H](CN(C)S(C)(=O)=O)[C@@H](C)CN([C@H](C)CO)C(=O)c2cc(N(C)C)ccc2O1 | 4.0% | -20.2% | -8.6 | x | 4.5 | 1.4 | 10.5% | i
O[C@H]1CN(Cc2cccs2)[C@@H](c2ccc(Cl)cc2)C[C@@H]1n1cc(C2CC2)nn1 | 0.3% | i | 9.0 | x | 1.5 | 0.4 | -1.5% | i
Cc1ccc(-c2nnn(C(C)C(=O)N3c4ccccc4CCc4ccccc43)n2)cc1 (stereo not given) | -5.2% | i | -5.5 | -2.7% | -6.9 | 0.9 | 7.4% | i

Entries of single compounds as entered above. Order of values: EPAC2 antagonist | PTHR1 ag | DRD3 antagonist | MmCpn inh | DRD3 agonist | CCT modulator | EPAC2 agonist | pAkt inh
Listed for `C[C@@H]1CCCCO[C@@H](CN(C)S(C)(=O)=O)[C@@H](C)CN([C@H](C)CO)C(=O)c2cc(N(C)C)ccc2O1` → 4.0% | -20.2% | -8.6 | x | 4.5 | 1.4 | 10.5% | i
Listed for `O=S(=O)(Nc1ncccn1)c1ccc(NC(=S)Nc2ccccc2Cl)cc1` → 6.2% | i | 20.7 | -0.3% | 9.9 | -2.3 | 7.5% | i

(further entries)
Molecule | EPAC2 antagonist | PTHR1 ag | DRD3 antagonist | MmCpn inh | DRD3 agonist | CCT modulator | EPAC2 agonist | pAkt inh
CCCC1CC(c2csc(N)n2)CCO1 (stereo not given) | 1.1% | i | 14.2 | -0.7% | -6.0 | -8.0 | u | x
Cc1cc(C)c(NC(=O)CSc2ccc(-c3cccnc3)nn2)c(C)c1 | -7.2% | i | -8.3 | -0.3% | -7.0 | -2.6 | 7.7% | i
O=C(CCN1C(=O)c2ccncc2C1=O)Nc1ccc2c(c1)OCCO2 | 0.1% | i | 24.2 | -1.3% | 3.8 | 0.6 | -7.9% | i
COCCn1c(N)c(N(Cc2ccccc2)C(=O)C2=COCCO2)c(=O)[nH]c1=O | -2.0% | -22.8% | -7.9 | -0.2% | -7.5 | -1.9 | 1.3% | i
Nc1cc(-c2ccc(Cl)cc2)nn1S(=O)(=O)c1cccc2nsnc12 | -7.3% | -53.5%[inhibitor] | u | 1.6% | -1.2 | 1.4 | 21.7% | i
O=C(Nc1ccc(S(=O)(=O)Nc2ncccn2)cc1)c1ccc(N2CCCC2=O)cc1 | 5.1% | i | 21.9 | -0.1% | 1.6 | -6.8 | 5.8% | i
Cn1c(N2CCCCC2)nc2c1c(=O)[nH]c(=O)n2C | -2.3% | i | -5.1 | -7.4% | -3.3 | -1.6 | 11.4% | i
CN(C)CCCC(=O)c1ccc2c(c1)OCO2 | -1.0% | i | 0.0 | -1.1% | -17.2 | -2.7 | 0.9% | i
CCOC(=O)c1cnn(-c2nc(C)cc(C)n2)c1N | 13.1% | i | 14.4 | -1.0% | -18.7 | 3.1 | 5.0% | i
Cc1nn(-c2ccccc2)cc1C(c1c(N)[nH]c(=S)[nH]c1=O)c1c(N)[nH]c(=S)[nH]c1=O | 3.4% | -62.2%[inhibitor] | u | 3.5% | -5.2 | -2.0 | 4.4% | i
COc1ccc(NC(=O)c2coc(C)c2)cc1 | 2.1% | i | -10.2 | 1.4% | -8.6 | 0.7 | 5.7% | i
Cc1ccc(NC(=O)CCC(=O)c2cccs2)cc1F | -0.1% | -6.1% | -17.9 | 2.1% | -5.3 | -3.1 | 8.9% | i
COc1ccc(-c2nn(CCC#N)cc2/C=N/O)cc1 | -5.5% | i | -2.2 | 0.3% | -0.1 | -0.2 | 9.4% | i
CNc1nc(-c2c[nH]c3ccccc23)cs1 | -1.2% | -9.3% | u | -14.9% | -13.1 | -13.5 | 1.2% | i
Cc1c(N=NC2=C(O)CC(C)(C)CC2=O)cc2c(c1[N+](=O)[O-])C(C)(C)CC2(C)C | -25.8% | -26.3% | 0.4 | -2.5% | 9.1 | 0.3 | -11.9% | i
CCOc1ccccc1NC(=O)CSc1cn[nH]n1 | 2.5% | -0.3% | -12.0 | -1.0% | -3.2 | -0.7 | 7.1% | i
COc1ccc(CN(C(=O)CCC(=O)N2CCCCC2)c2nccs2)cc1OC | 4.3% | -11.8% | 10.2 | 0.7% | -5.2 | -2.1 | 13.8% | i
CCNC(=O)C(=O)NCC(c1ccc2c(c1)OCO2)N1CCOCC1 (stereo not given) | 4.3% | 0.1% | -5.3 | u | 0.7 | -2.8 | 14.8% | i
CC(C)CN(C)Cc1c(C(=O)N2CCc3ccccc3C2)nc2ccc(Cl)cn12 | -9.5% | -38.6%[inhibitor] | 10.5 | 1.5% | -18.6 | -2.2 | -2.6% | i
COc1ccc(C(=O)CSc2nnc(CN3CCCC3)n2-c2ccc(F)cc2)c(OC)c1 | -3.3% | -9.8% | -3.5 | -1.9% | 5.3 | 0.4 | -0.8% | i
O=C(NCCCN1CCCC1=O)C(=O)NCC1OCCCN1S(=O)(=O)c1ccccc1 (stereo not given) | 5.7% | i | -23.1 | x | -4.6 | -0.6 | 11.0% | i
CC(NC(=O)C(Cc1ccccc1)=NO)c1ccccc1 (stereo not given) | 0.9% | -32.5%[inhibitor] | 17.2 | x | -3.6 | 1.6 | 6.8% | i
COc1ccc(OCCn2cnc(Cl)c2Cl)cc1 | -7.8% | -18.7% | -19.9 | 0.2% | -3.6 | -0.1 | 8.6% | i
CC(C)Nc1nc(N(c2ccccc2)c2ccccc2)nc(-n2ccnc2)n1 | 8.6% | i | 16.7 | -1.2% | 2.9 | 0.7 | -11.1% | i
Cc1ccc(CNC(=O)c2ccc(CNS(=O)(=O)c3ccc4c(c3)C(C)(C)C(=O)N4C)cc2)o1 | -10.4% | -14.1% | -16.8 | -4.4% | 0.5 | 1.3 | 7.9% | i
COc1cc(NC(=S)Nc2cccnc2)cc(OC)c1OC | 2.9% | i | -11.4 | -3.4% | 1.5 | -2.3 | 9.9% | i
O=C(CSc1nnc(CCCO)n1-c1ccccc1)NCCc1ccccc1 | 5.6% | i | -15.6 | -0.6% | -3.0 | 0.8 | 10.1% | x
Cc1cccc(Nc2nnc(SCC(=O)NCc3cccs3)s2)c1C | 2.4% | -23.1% | -3.3 | 1.7% | -3.8 | 1.3 | -2.6% | i
O=S(=O)(NCCN1CCOCC1)c1ccc2ccccc2c1 | -3.3% | 10.5% | -12.5 | 1.7% | -0.7 | 0.0 | 6.7% | i
CCc1nc2ccc(C(=O)NCc3cccs3)cn2c1N(CC)Cc1cccc(Br)c1 | -8.8% | i | 16.7 | x | -3.9 | -2.0 | 4.2% | i

Assay outcomes as filed in PubChem BioAssay.
